TRPML3 ag: agonists of human TRPML3 channel; AID 1448; activation, % at 3 µM; HEK293 TRPML3-YFP, Fluo-8 calcium fluorescence; 100% = the carbachol control signal; 220,000 tested, 0.29% active; Q8TDD5;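 active = activation above its plate's cutoff, the mean activation of the plate's test wells plus 3 SD, cut at about 12% in these data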;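 note: 0% = DMSO only wells and 100% = carbachol wells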
Target sequence (Q8TDD5 whole entry, looked up): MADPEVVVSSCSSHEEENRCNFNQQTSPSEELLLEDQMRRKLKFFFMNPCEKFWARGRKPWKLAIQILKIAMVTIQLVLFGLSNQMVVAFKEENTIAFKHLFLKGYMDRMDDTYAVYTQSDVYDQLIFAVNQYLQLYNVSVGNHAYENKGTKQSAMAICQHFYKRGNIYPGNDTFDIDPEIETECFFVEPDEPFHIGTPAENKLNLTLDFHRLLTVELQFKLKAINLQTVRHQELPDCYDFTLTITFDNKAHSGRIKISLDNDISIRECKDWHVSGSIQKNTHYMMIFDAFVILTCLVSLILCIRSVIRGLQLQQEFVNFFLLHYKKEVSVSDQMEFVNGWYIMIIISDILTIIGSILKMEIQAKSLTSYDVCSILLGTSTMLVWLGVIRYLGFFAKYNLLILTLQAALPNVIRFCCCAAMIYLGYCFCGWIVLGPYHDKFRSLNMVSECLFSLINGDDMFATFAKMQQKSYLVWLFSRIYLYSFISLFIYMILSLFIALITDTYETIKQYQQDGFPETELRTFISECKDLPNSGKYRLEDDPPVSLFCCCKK
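Test system: HEK293 cells stably carrying human TRPML3-YFP; Doses: single dose, 3 µM final nominal compound, 0.3% DMSO final; Schedule: dye loading 1 h 37 °C then 30 min ambient, 125 s read; Technique: Fluo-8 calcium fluorescence; Benchmarks: high control carbachol 87 µM, low control DMSO.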
CHOP inhibitor: CHOP inhibition in unfolded protein response; 220,000 tested, 3.8% active; CHO-K1 CHOP-promoter luciferase, tunicamycin-induced, 15-18 h; inhibition, % at 10 µM; AID 2732;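 active = compounds that reduced the stress-induced luciferase reporter signal by more than about 70% of percent inhibition, limit read from the data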;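 note: 0% = tunicamycin plus vehicle and 100% = wells without tunicamycin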
zfTRPN1 agonist: activates the zebrafish TRPN1 channel; HEK293 zebrafish TRPN1-YFP, Fluo-8 calcium fluorescence; 100% = response to 87 µM carbachol; activation, % at 3 µM; 220,000 tested, 0.18% active; AID 1424;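 active = activation above its plate's cutoff, the mean activation of test wells on that plate plus 3 SD, cut at about 19% in these data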;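 note: 0% = DMSO alone and 100% = 87 µM carbachol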
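System: zebrafish TRPN1-YFP in HEK293 cells / Dosing: 3 µM single point / Timing: dye loading 1 h at 37 °C, then 30 min room temperature / Signal: Fluo-8 calcium fluorescence, excitation 470-495 nm, emission 515-575 nm / Read-out basis: percent activation from peak over basal fluorescence ratio, control-normalized / Control set: high carbachol 87 µM, low DMSO alone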
EBV gp42 block: blocks Epstein-Barr virus glycoprotein 42 binding; Q1HVG2; Fluorescence polarization binding assay, mP read-out; inhibition, % (tested at 21.74 µM); 220,000 tested, 0.42% active; in the data active = inhibition above about 50%
Target sequence (Q1HVG2 whole entry, looked up): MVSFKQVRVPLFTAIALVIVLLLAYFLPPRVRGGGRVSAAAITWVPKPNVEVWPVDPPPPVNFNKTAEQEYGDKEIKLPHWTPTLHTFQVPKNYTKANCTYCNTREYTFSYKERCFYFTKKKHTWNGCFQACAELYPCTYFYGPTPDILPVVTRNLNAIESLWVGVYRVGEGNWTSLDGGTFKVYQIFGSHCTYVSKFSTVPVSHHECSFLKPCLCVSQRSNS
PPC-1+TRAIL kill: compounds killing PPC-1 cancer cells with TRAIL present (potentiator screen, no TRAIL-free arm). PPC-1 cells + TRAIL, ATPLite viability luminescence. cell killing (% activity), % at 4 µM. 220,000 tested, 0.41% active. AID 1443;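 active = cell killing above 50% in the first pass at 4 µM, then a duplicate retest at 5 µM averaging 50% or more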;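 note: plate controls were cells with TRAIL plus DMSO for no effect and medium-only wells lacking cells for full effect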
NCF1 inh: p47phox (human) inhibition | P14598 | p47phox/p22phox peptide binding, fluorescence polarization, 2 h | inhibition, % at 24.7 µM | 220,000 tested, 0.53% active | AID 1274;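 active = inhibition above about 30%, limit read from the data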;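 note: 0% = p47phox with labelled peptide and 100% = labelled peptide alone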
MDM2 E3 inh: inhibitors of human Mdm2 E3 ubiquitin ligase | Q00987 | cell-based MDM2 ubiquitination luciferase reporter, 2 h; 0 = plate control, 100 = twice control, blank-subtracted | signal enhancement, % at 5 µM | 210,000 tested, 0.11% active | AID 1230;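 active = signal enhancement of 30% or more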;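 note: luminescence tracks abundance of the self-degrading MDM2-luciferase fusion protein; higher signal means inhibition of MDM2 E3 ligase activity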
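Material: Stable MDM2–luciferase fusion reporter cells | Amount: 2000 cells seeded into each well | Dosing: One concentration, 5 µM, with 0.2% DMSO | Incubation: 4 h cell settling then 2 h compound exposure, 37 °C | Measured by: Luciferase luminescence | Read-out basis: % enhancement relative to plate controls after blank subtraction | Benchmarks: Control and blank well means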
Runt-SMMHC FRET: blocks binding of human RUNX1 Runt domain to CBFb-SMMHC. 220,000 tested, 0.74% active. inhibition, % at 20 µM. Q01196+Q13951. AID 1434. Cerulean-Runt/Venus-CBFb-SMMHC FRET ratio 530/480, 1 h;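 active = mean inhibition across duplicate retests at 20 µM reaching about 50%, limit read from the data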;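 note: 0% = DMSO wells and 100% = wells with excess untagged CBFb-SMMHC; inhibitors lower the FRET ratio by blocking Runt binding to CBFb-SMMHC; some results filed as inactive read as strong as hits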
TNF death inh: TNF-alpha cell death inhibition in Jurkat FADD-/- cells. Jurkat FADD-/- TNF necroptosis rescue, ATP luminescence, 24 h; 0 = TNF only, 100 = no-TNF cells. activation (protection from cell death), % at 10 µM. 220,000 tested, 0.068% active;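 active = activation, meaning protection from cell death, of at least 50% relative to plate controls; inactive = activation below 50%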;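 note: necroptosis triggered by 40 ng/mL TNF-alpha added together with compound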
* = called active by the depositor; / = not tested or not shown; & = joins results of further samples. This is a random part of the collection; any-hit rate near 5.9%.

SMILES | TRPML3 ag | CHOP inhibitor | zfTRPN1 agonist | EBV gp42 block | PPC-1+TRAIL kill | NCF1 inh | MDM2 E3 inh | Runt-SMMHC FRET | TNF death inh
OCCN(CC#CC(O)(c1ccccc1)c1cccc(F)c1)CCO (centres undefined) | 1.4 | 13 | 1.8 | -10 | 10 | -1 | -11 | -4 | 1.9
c1ccc(C(Cc2nc(-c3cccnc3)no2)c2ccccc2)cc1 | -1.1 | -7 | -2.1 | 7 | 8 | 4 | 1 | -2 | -4.1
Cc1ccc2nsnc2c1NC(=O)c1ccc2c(c1)OCCO2 | 0.1 | 27 | -0.6 | 4 | -7 | -7 | -7 | -5 | -0.6
CN1CCCCc2c1nc1c(c2N)CCCC1 | 0.9 | -21 | 1.3 | -7 | -10 | 15 | -15 | -3 | -1.7
C=CCn1cc(C(=O)NCc2cccnc2)c(=O)c2cc(S(=O)(=O)N(CC)CC)ccc21 | -0.2 | -15 | 1.3 | -4 | -4 | -18 | -18 | 2 | -1.5
N#CC1=C2Sc3ccccc3N2CCCC1=O | 0.8 | -4 | 1.8 | -22 | 4 | -8 | -14 | 3 | -3.3
COc1ccc(C(=O)N2CCN(c3nc4ccccc4o3)CC2)cc1OC | 2.6 | -3 | 6.1 | 0 | 0 | -12 | -8 | 0 | -3.5
COc1cc2c(cc1OC)C(C(=O)O)C(c1ccc(C)o1)N(C)C2=O (centres undefined) | 0.0 | / | -0.8 | / | 16 | / | -12 | 0 | 0.0
COc1ccc(CNc2ccccc2SC)cc1OC | 0.3 | 33 | 1.0 | -5 | 2 | 10 | -11 | 0 | -1.5
CC(C)C(NS(=O)(=O)c1ccc2c(c1)OCCO2)C(=O)NCCc1ccccn1 (centres undefined) | 0.2 | -12 | -0.1 | 2 | 9 | -8 | -3 | 0 | 0.6
Cc1ccccc1NC(=O)Cn1nnc2c(cnn2-c2ccc(F)cc2)c1=O | 0.1 | 36 | -0.7 | -5 | 3 | -7 | -10 | -2 | -3.2
Cc1ccc(S(=O)(=O)c2nc(-c3ccco3)oc2SCC(=O)NCC2CCCO2)cc1 (centres undefined) | -0.5 | 15 | -1.2 | -3 | 13 | -10 | -8 | -2 | -0.8
Cc1cc(C(=O)NC2CCCCC2)c(C)n1-c1ccc(F)cc1 | 1.2 | 25 | 0.2 | -11 | 6 | -9 | -16 | -22 | 2.0
CC12CCC(C(=O)Nc3ccc4c(c3)OCCO4)(OC1=O)C2(C)C (centres undefined) | 0.4 | -24 | 0.6 | -1 | -7 | -10 | -9 | 0 | 0.4
Cc1ccc(/C=N/NC(=O)C2CCN(Cc3ccc(F)cc3Cl)CC2)o1 | -0.4 | 36 | -0.3 | -15 | 6 | -10 | -2 | -3 | -2.5
COc1cccc(-c2nnc3sc(-c4ccccn4)nn23)c1 | 0.5 | 28 | -1.0 | 0 | -10 | -26 | 7 | 2 | -3.1
COc1cc(Cl)c(S(=O)(=O)NCCN2CCOCC2)cc1Cl | 0.3 | 9 | 0.9 | -12 | 18 | -9 | -5 | 0 | 0.7
O=C1Nc2ccccc2C12Nc1ccccc1-c1nc3ccccc3n12 (centres undefined) | -0.2 | 19 | -0.4 | -4 | 4 | -2 | -8 | -7 | 0.4
CCc1ccccc1N1C(=O)c2ccccc2S1(=O)=O | 0.6 | -27 | -1.1 | -7 | 13 | -6 | -3 | 0 | 0.6
CCOC(=O)c1cnc(-n2nc(C)cc2C)nc1Oc1ccc(C#N)cc1 | 0.8 | 0 | 2.6 | -14 | -4 | -12 | / | 0 | 3.8
CCn1nccc1C(=O)Nc1nccs1 | 0.9 | -6 | 0.5 | -16 | 14 | -4 | -9 | 1 | 3.6
CCOC(=O)C1=NOC(CNC(=O)c2ccccc2Cl)C1 (centres undefined) | 1.0 | 8 | -0.3 | -39 | 9 | -65 | 2 | -2 | 0.1
Cc1ccc(OCCNc2cc(N3CCN(CCO)CC3)ccc2[N+](=O)[O-])cc1C | 1.3 | -4 | 6.2 | -4 | 6 | -17 | 4 | -10 | 5.5
C=CCNC(=O)CCCc1ccccc1 | 1.1 | -22 | 0.8 | -24 | 13 | -5 | 3 | 4 | 2.4

The closing five compounds of the part above are carried over, then new ones follow.
SMILES | TRPML3 ag | CHOP inhibitor | zfTRPN1 agonist | EBV gp42 block | PPC-1+TRAIL kill | NCF1 inh | MDM2 E3 inh | Runt-SMMHC FRET | TNF death inh
CCOC(=O)c1cnc(-n2nc(C)cc2C)nc1Oc1ccc(C#N)cc1 | 0.8 | 0 | 2.6 | -14 | -4 | -12 | / | 0 | 3.8
CCn1nccc1C(=O)Nc1nccs1 | 0.9 | -6 | 0.5 | -16 | 14 | -4 | -9 | 1 | 3.6
CCOC(=O)C1=NOC(CNC(=O)c2ccccc2Cl)C1 (centres undefined) | 1.0 | 8 | -0.3 | -39 | 9 | -65 | 2 | -2 | 0.1
Cc1ccc(OCCNc2cc(N3CCN(CCO)CC3)ccc2[N+](=O)[O-])cc1C | 1.3 | -4 | 6.2 | -4 | 6 | -17 | 4 | -10 | 5.5
C=CCNC(=O)CCCc1ccccc1 | 1.1 | -22 | 0.8 | -24 | 13 | -5 | 3 | 4 | 2.4
COCCNC(=O)CCc1c(C)nc2nc(-c3cc(OC)cc(OC)c3)nn2c1C | 1.6 | 29 | 0.8 | -8 | -45 | 6 | -9 | -3 | 0.2
CN(C)CCC(c1ccc(Br)cc1)c1ccccn1 (centres undefined) | 0.6 | 5&-21 | 0.1 | 2 | 1 | 5 | / | 2 | 3.3
Cc1cc(C)nc(-n2ncc3c2CC(C)CC3=O)n1 (centres undefined) | 0.3 | 7 | 2.0 | -6 | -2 | 1 | -50 | 2 | 1.6
CC(C)CCNC(=O)C1CCN(c2nnc(-n3cccc3)s2)CC1 | 0.7 | -11 | 0.1 | -9 | 9 | -16 | -11 | 2 | 1.7
COc1cc(C2CC(=O)Oc3c2c(=O)n(C)c2ccccc32)ccc1O (centres undefined) | -0.3 | 22 | 1.2 | -25 | -9 | -16 | -10 | 1 | -1.4
CCOC(=O)N1CCN(C(=O)COc2cccc3c2CCN(CC)C3=O)CC1 | 0.5 | -17 | 0.4 | -19 | -2 | -9 | 0 | -1 | 0.1
C1=C(CCNc2ncnc3c2[nH]c2ccccc23)CCCC1 | 7.7 | 80* | 21* | 7 | 15 | -55 | -42 | -3 | -2.5
Nc1nnc(-c2cn(-c3ccccc3)nc2-c2ccccc2)o1 | 0.2 | 10 | -0.4 | -2 | 9 | -19 | -4 | -2 | -1.5
CC(C)SC1=NC(C)(C)C=C(/C=C/c2c(Cl)cccc2Cl)N1 | 0.4 | 4 | -1.3 | 6 | 3 | -11 | -7 | -1 | 0.4
COc1ccc(/C=N/Nc2nonc2N)c(OC)c1 | -0.3 | -41 | -2.5 | -25 | -7 | -12 | -3 | -5 | -0.4
COc1ccc(C)cc1N(C(=O)c1cccc(F)c1)c1nc2ccccc2s1 | -0.1 | 19 | -0.9 | -18 | -4 | -9 | -11 | -3 | 0.8
O=C1NC[C@@H](Cc2cccc3ccccc23)N(CC2(c3ccccc3)CC2)C1=O | / | 50 | / | -9 | 1 | 2 | 15 | -1 | -5.6
Cc1cc2ccccc2n1CCNC(=O)Cc1ccccc1 | 2.3 | 37 | 3.5 | -10 | 10 | -18 | -4 | -15 | -0.5
O=C(Nc1cccc(Cl)c1)Nc1ccc(Br)cc1F | 1.5 | 91* | -0.8 | -9 | 7 | -13 | 7 | -10 | 0.2
Cc1occc1C(=O)Nc1c(F)c(F)c(F)c(F)c1F | -0.5 | 18 | -1.5 | 5 | 25 | -7 | -14 | -6 | -1.6
Nc1nc(CSc2nnnn2-c2ccc(Cl)cc2)nc(N2CCOCC2)n1 | -0.9 | 8 | 1.3 | 9 | 21 | -3 | 3 | -4 | -1.2
CC1=CC(C)C2C(=O)N(CCCN(C)C)C(=O)C2C1 (centres undefined) | 1.2 | 4 | -0.9 | -22 | 6 | -6 | -8 | 1 | -0.8
O=C(CSc1nnc(-c2ccncc2)n1C1CCCCC1)Nc1ccccc1 | 0.8 | -13 | 0.9 | 18 | 4 | 11 | -16 | 2 | 1.4
COC(=O)C(C(=O)Nc1ccc(OC)cc1)C1CCCCCC1 (centres undefined) | 0.4 | -4 | 1.1 | -13 | 14 | 1 | -5 | -2 | -4.0
Cn1cnc([N+](=O)[O-])c1Sc1ncccc1N | -0.1 | 5 | 0.4 | 3 | 16 | -3 | 0 | -5 | -0.6
CC1(C)CC(=O)C([N+](=O)[O-])=C(NCCCO)C1 | -0.3 | 16 | -0.5 | -10 | 12 | -8 | -6 | 2 | 1.3
NC(=O)c1c(NC(=O)c2ccncc2)sc2c1CCCC2 | 0.5 | -1 | 1.4 | 1 | 5 | -3 | 5 | -2 | -1.3
Cc1nc2oc3c(NCc4ccccn4)ncnc3c2c2c1COC(C)(C)C2 | 0.9 | 28 | 1.2 | -3 | 14 | 0 | -4 | -3 | 0.5
O=S(=O)(NCc1ccc2c(c1)OCO2)c1cccc(S(=O)(=O)N2CCOCC2)c1 | -0.1 | 4 | 0.2 | 3 | 6 | -2 | -13 | -1 | 1.5

A draw from above in order of molar mass, highest first.
SMILES | TRPML3 ag | CHOP inhibitor | zfTRPN1 agonist | EBV gp42 block | PPC-1+TRAIL kill | NCF1 inh | MDM2 E3 inh | Runt-SMMHC FRET | TNF death inh
Cc1nc2oc3c(NCc4ccccn4)ncnc3c2c2c1COC(C)(C)C2 | 0.9 | 28 | 1.2 | -3 | 14 | 0 | -4 | -3 | 0.5
NC(=O)c1c(NC(=O)c2ccncc2)sc2c1CCCC2 | 0.5 | -1 | 1.4 | 1 | 5 | -3 | 5 | -2 | -1.3
Cc1occc1C(=O)Nc1c(F)c(F)c(F)c(F)c1F | -0.5 | 18 | -1.5 | 5 | 25 | -7 | -14 | -6 | -1.6
Cn1cnc([N+](=O)[O-])c1Sc1ncccc1N | -0.1 | 5 | 0.4 | 3 | 16 | -3 | 0 | -5 | -0.6

Continuation:
SMILES | TRPML3 ag | CHOP inhibitor | zfTRPN1 agonist | EBV gp42 block | PPC-1+TRAIL kill | NCF1 inh | MDM2 E3 inh | Runt-SMMHC FRET | TNF death inh
CC(C)c1cc(C(=O)NCc2cccnc2)no1 | 0.6 | -10 | -1.0 | -27 | 12 | -16 | -9 | 0 | 2.4
O=C(Nc1cccnc1)Nc1cc(Cl)cc(Cl)c1 | 3.6 | 14 | 11 | 18 | 14 | -23 | 1 | -4 | 0.5
O=C(c1ccc(=O)n(Cc2ccc(Cl)c(Cl)c2)c1)N1CCOCC1 | 0.4 | -7 | 1.0 | -11 | 22 | -8 | -45 | -5 | -1.4
CCN(CC)C(=O)c1cccc(-c2ccc(OC)cc2)c1 | -0.3 | -27 | -0.3 | -13 | 13 | -4 | -5 | 2 | -0.8

Compound activity: PubChem, several laboratories
